From PubChem BioAssay
A549 viability: kills or reduces viability of A549 cells in Nrf2 counter-screen | A549 ARE-Fluc cells, CellTiter-Fluor viability, 18-24 h | hit rate 0.16% among 390,000 | Potency, µM (titrated, usually from 46 µM), for the others: at the top dose activity change, negative = cytotoxicity, most hits filed as inhibitors; note: potency is the fitted concentration of half-maximal effect; % is set by controls: 0 for no effect and ±100 for the full control effect
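A549 ARE-Fluc cells in 5% FBS OPTI-MEM, 5000 cells/well, rested 2 h then exposed to compounds in concentration-response for 18-24 h at 37 °C. Viability by CellTiter-Fluor fluorescence (Ex 405/Em 525) after 30 min; luciferase luminescence (BugLite, 15 min, RT) read afterwards.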
ATXN viability: cell viability loss in ATXN counter-screen; S2 cells (HEK-293 line with an ATXN2-luciferase reporter) viability, CellTiter-Fluor protease fluorescence, 24 h; Potency, µM (titrated, usually from 56.7 µM), hits mostly cytotoxic; hit rate 0.49% among 400,000; note: potency is the fitted concentration of half-maximal effect; nearly all actives have a fitted effect of over 40% in size
HepG2 viability: counter-screen for TGF-b inhibitors: cytotoxicity in HepG2 cells. AID 588856. HepG2 CAGA-GFP viability, ATP luminescence, 18 h. hit rate 0.76% among 410,000. Potency, µM (doses to about 46.1 µM), inactives show at the highest dose activity change, negative = cytotoxicity, actives largely listed as cytotoxic; note: potency is the fitted concentration of half-maximal effect; some results filed as inactive show a strong effect at the top dose
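CellTiter-Glo luminescence gave cytotoxicity after 18 hours at 37 degrees C. The cells were HepG2 CAGA-GFP in 1% FBS DMEM, stimulated with 500 pg/mL TGF-beta after compound addition. %Activity was normalised to no-cell wells (complete cell-killing) and DMSO (no toxicity), and curves were fitted and classified.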
TGFb SMAD3 inh: TGF-b pathway inhibition; HepG2 CAGA-GFP TGF-b/SMAD3 reporter, GFP fluorescence, 18 h; TGF-beta stimulated, 500 pg/mL final; Potency, µM (highest dose often 46.1 µM), inactives show at the highest dose activity, negative = inhibition, actives largely listed as inhibitors; hit rate 1.2% among 410,000; AID 588855; note: potency is the fitted concentration of half-maximal effect; % is set by controls: 0 for no effect and ±100 for the full control effect; nearly all actives have a fitted effect of over 65% in size
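Per well, imaged GFP fluorescence of HEPG2 CAGA-GFP cells gives the signal; cells get compound, then TGF-beta (500 pg/mL final), 18 h at 37 degrees C; %Activity versus -TGF-beta and +DMSO controls.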
Nrf2 ARE act: activators of Nrf2 (ARE) signaling. AREc32 ARE-luciferase reporter (MCF7-derived line), luminescence, 24 h. Potency, µM (highest dose often 46.1 µM), for inactives: top-dose activation, hits mostly activators. hit rate 0.31% among 410,000. AID 624171; note: potency is the fitted concentration of half-maximal effect; % of control where 0% means no effect; nearly all actives have a fitted effect of over 65% in size
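ARE activation measured as luciferase luminescence (Steady-Glo, 30 min RT) in AREc32_Fluc cells after 24 hr compound exposure at 37 deg C, 5% CO2; cells seeded overnight at 1000/well in OPTI-MEM, 5% FBS.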
pAkt inh: inhibitors of Akt phosphorylation | Neuro2A IGF-stimulated pAkt S473 HTRF, 20 min; active compounds read low | activity change, % for hits at 50 µM | hit rate 0.32% among 360,000 | AID 651550; in the data active = activity change below about -80%; inconclusive = mostly about -51% to -80%; note: % is set by controls: 0 for no effect and ±100 for the full control effect
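Neuro2A cells (4,500/well, DMEM with 0.5% FBS) were treated with compound at a single 50 µM final concentration, stimulated with 6 nM IGF for 20 min at 37 °C, and lysed. Phospho-Akt Ser473 was read by HTRF as 665/615 ratio ×10^4.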
MmCpn inh: inhibitors of Methanococcus maripaludis chaperonin (MmCpn); purified Mm-Cpn ATPase, ADP Transcreener TR-FRET; Potency, µM (highest dose often 76.9 µM), for the others: at the top dose activity, negative = inhibition, usual class: inhibitors; hit rate 0.031% among 330,000; note: potency is the fitted concentration of half-maximal effect; % is set by controls: 0 for no effect and ±100 for the full control effect; nearly all actives have a fitted effect of over 80% in size
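ATPase turnover read by TR-FRET ADP competition (Eu cryptate antibody/ADP-d2, 665/590 nm): 10uM ATP final, 25nM Mm-CPN final, 30 min 37degC after 10-min compound preincubation, pH 7.4 Tris/KCl/MgCl2/DTT buffer.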
Nrf2 block: inhibitors of Nrf2 signaling; A549 ARE-Fluc reporter, luciferase luminescence, 18-24 h; Potency, µM (titrated, usually from 46 µM), without a hit: at the highest dose activity change, negative = inhibition, hits mostly inhibitors; hit rate 2.1% among 360,000; note: potency is the fitted concentration of half-maximal effect; % is set by controls: 0 for no effect and ±100 for the full control effect; nearly all actives have a fitted effect of over 60% in size
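A549 ARE_Fluc cells (5000/well, 5% FBS OPTI-MEM) pre-incubated 2 h, then treated with compounds 18-24 h at 37C/5% CO2 in concentration-response. CellTiter-Fluor viability read first; BugLite luciferase luminescence after 15 min at room temperature gives Nrf2 activity.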
CCT modulator: cytosolic chaperonin activity modulation | hit rate 0.3% among 360,000 | AID 651819 | activity change, % (no concentration beside the values), hits read low | purified chaperonin ATPase assay, HTRF ADP detection, 30 min; in the data active = activity change below about -30%; note: % is set by controls: 0 for no effect and ±100 for the full control effect
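TRiC at 40 or 20 nM final (batch-dependent) in 30 mM Tris pH 7.4, 100 mM KCl, 5 mM MgCl2, 1 mM DTT, with compound at single 76 uM and 10 uM ATP, 30 min at 37 deg C. ADP detected by HTRF Transcreener, 665/615 ratio.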
* marks the source's active call; other numbers are inactive results; i = inactive; ? = inconclusive; nt = not tested or not shown; & = joins results of further samples; [ ] = dose if it differs, or a comment. Unless noted, calls come from the whole dose curve; as a rule, active = well fitted curve in the direction sought with a large enough effect; inconclusive = small, poorly fitted or top-dose-only effect, or another doubt; inactive = no such curve, though single readings can be large; an effect the other way counts as inactive or inconclusive.

Letter code – A = A549 viability; B = ATXN viability; C = HepG2 viability; D = TGFb SMAD3 inh; E = Nrf2 ARE act; F = pAkt inh; G = MmCpn inh; H = Nrf2 block; I = CCT modulator
> COc1ccccc1N1CCN(CCCNc2cc(=O)n(C)c(=O)n2C)CC1
  A = nt	B = ?	C = -13%	D = -1%	E = -0.3%	F = i	G = 2%	H = nt	I = -1.1
> O=C(NCc1ccco1)c1ccc2c(c1)N(Cc1cccc(Cl)c1)C(=O)c1ccccc1S2=O (stereo unspecified)
  A = 0%	B = nt	C = -10%	D = -4%	E = -0.2%	F = nt	G = nt	H = nt	I = nt
> COc1ccc(CCNc2nc(SCc3ccccc3Cl)nc3ccccc23)cc1OC
  A = -7%	B = nt	C = -15%	D = -2%	E = -0.3%	F = nt	G = nt	H = nt	I = nt
> CC(COc1ccccc1)NC(C)C(O)c1ccc(O)cc1 (stereo unspecified)
  A = 2%	B = i	C = 3%	D = 2%	E = -0.4%	F = i	G = 2%[15.4 µM]	H = 12%	I = -0.5
> O=C(c1ccc(F)cc1)C1CCN(CCn2c(=O)[nH]c3ccccc3c2=O)CC1
  A = 3%&-4%	B = i	C = -10%&-41%	D = 1%&-5%	E = 0.1%&0.4%	F = i	G = -1%&1%	H = -10%&-21%	I = -4.5&1.0
> CCOc1ccc(C(=O)OCCN(CC)CC)cc1
  A = -9%	B = i	C = 14%	D = 4%	E = -0.4%	F = i	G = 1%	H = nt	I = -0.9
> C[C@]12CCC(=O)C=C1CC[C@@H]1[C@@H]2CC[C@@]2(C)[C@H]1CC[C@]2(O)C(=O)CO
  A = -2%	B = i	C = -33%	D = 7%	E = -0.2%	F = i	G = -4%[15.4 µM]	H = ?	I = 1.6
> Oc1ccc(/C=C/c2cc(O)cc(O)c2)cc1
  A = -4%	B = ?	C = -20%	D = 4%	E = 3.2%	F = i	G = -1%	H = -11%	I = 0.3
> Cc1ccc(CN2CCN(Cc3cccc4nccnc34)CC2CCO)cc1 (stereo unspecified)
  A = 0%	B = i	C = 0%	D = 11%	E = 0.6%	F = i	G = 2%	H = 4%	I = -2.0
> CC[N+](C)(CC)CCOC(=O)C(O)(c1ccccc1)C1CCCCC1 (stereo unspecified)
  A = -4%	B = i	C = -19%	D = 26%	E = -1.3%	F = i	G = -5%	H = 7.3µM*	I = 1.0
> CCC(C)n1ncn(-c2ccc(N3CCN(c4ccc(OCC5COC(Cn6cncn6)(c6ccc(Cl)cc6Cl)O5)cc4)CC3)cc2)c1=O (stereo unspecified)
  A = -10%	B = i	C = 1%	D = 34%	E = 0.2%	F = i	G = 2%	H = ?	I = 0.0
> CC[n+]1c(C)sc2cc(OC)ccc21
  A = 7%	B = i	C = -53%	D = -22%	E = 20%	F = i	G = 0%	H = -5%	I = -1.3
> CCCn1cnc2c1c(=O)n(CCCCC(C)=O)c(=O)n2C
  A = 2%	B = i	C = -5%	D = 1%	E = 2.8%	F = nt	G = nt	H = 2%	I = nt

Laid out differently: entries from further up.
smiles	A549 viability	ATXN viability	HepG2 viability	TGFb SMAD3 inh	Nrf2 ARE act	pAkt inh	MmCpn inh	Nrf2 block	CCT modulator
COc1ccccc1N1CCN(CCCNc2cc(=O)n(C)c(=O)n2C)CC1	nt	?	-13%	-1%	-0.3%	i	2%	nt	-1.1
O=C(NCc1ccco1)c1ccc2c(c1)N(Cc1cccc(Cl)c1)C(=O)c1ccccc1S2=O (stereo unspecified)	0%	nt	-10%	-4%	-0.2%	nt	nt	nt	nt
COc1ccc(CCNc2nc(SCc3ccccc3Cl)nc3ccccc23)cc1OC	-7%	nt	-15%	-2%	-0.3%	nt	nt	nt	nt
CC(COc1ccccc1)NC(C)C(O)c1ccc(O)cc1 (stereo unspecified)	2%	i	3%	2%	-0.4%	i	2%[15.4 µM]	12%	-0.5
O=C(c1ccc(F)cc1)C1CCN(CCn2c(=O)[nH]c3ccccc3c2=O)CC1	3%&-4%	i	-10%&-41%	1%&-5%	0.1%&0.4%	i	-1%&1%	-10%&-21%	-4.5&1.0
CCOc1ccc(C(=O)OCCN(CC)CC)cc1	-9%	i	14%	4%	-0.4%	i	1%	nt	-0.9
C[C@]12CCC(=O)C=C1CC[C@@H]1[C@@H]2CC[C@@]2(C)[C@H]1CC[C@]2(O)C(=O)CO	-2%	i	-33%	7%	-0.2%	i	-4%[15.4 µM]	?	1.6
Oc1ccc(/C=C/c2cc(O)cc(O)c2)cc1	-4%	?	-20%	4%	3.2%	i	-1%	-11%	0.3
Cc1ccc(CN2CCN(Cc3cccc4nccnc34)CC2CCO)cc1 (stereo unspecified)	0%	i	0%	11%	0.6%	i	2%	4%	-2.0
CC[N+](C)(CC)CCOC(=O)C(O)(c1ccccc1)C1CCCCC1 (stereo unspecified)	-4%	i	-19%	26%	-1.3%	i	-5%	7.3µM*	1.0

Not all compounds are listed; count on the stated rates, not on these rows.
